MCF10A rereplic – induces DNA re-replication in MCF 10a normal breast cells; MCF 10A DNA re-replication, Hoechst nuclear intensity, 48 h; Potency, µM (top dose mostly 46.1 µM), for inactives: top-dose activity, positive = re-replication, hits mostly activators; hit rate 2.9% among 350,000; AID 624296; note: potency is the fitted concentration of half-maximal effect; % of control where 0% means no effect; nearly all actives have a fitted effect of over 50% in size
ATXN2 expr inh – reduces ATXN2 reporter expression in HEK-293 cells. HEK-293 ATXN2-luciferase reporter, luminescence, 24 h. Potency, µM (top dose mostly 57 µM), for the others: top-dose activity change, negative = inhibition, hits mostly inhibitors. hit rate 0.72% among 360,000. AID 1745845; note: potency is the fitted concentration of half-maximal effect; % is set by controls: 0 for no effect and ±100 for the full control effect; nearly all actives have a fitted effect of over 55% in size
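qHTS (up to 57 uM final) was run with 24 h compound exposure of reporter cells at 37 °C. Each well was multiplexed: SteadyGlo luminescence measured ATXN2-luciferase expression after a fluorogenic Gly-Phe-AFC viability readout (25 uM final).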
IL-1B inflam inh – inhibitors of inflammasome signaling (IL-1 beta secretion); activity change, % at 57.5 µM; hit rate 4.7% among 360,000; THP-1 LPS/ATP IL-1B secretion, AlphaLISA, 16 h; active compounds read low; in the data active = activity change below about -50%; inconclusive = mostly about -30% to -49%; note: % is set by controls: 0 for no effect and ±100 for the full control effect
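Secreted IL-1B measured by AlphaLISA bead assay after 16 h compound exposure of THP-1 cells; compounds (final up to 57.5 uM) added 1 h before LPS (250 ng/mL) and ATP (1.25 mM) stimulation; lower signal means less secretion.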
HT1080 IDH1KD tx – toxicity to HT-1080 IDH1 knockdown cells (counter line); hit rate 2% among 360,000; HT-1080 IDH1 knockdown viability, ATP luminescence, 48 h; Potency, µM (titrated, usually from 46.1 µM), without a hit: at the highest dose activity, negative = toxicity, usual class: cytotoxic; AID 686971;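 note: potency is the fitted concentration of half-maximal effect; 0% = DMSO wells and -100% = cell-free medium wells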
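In this qHTS, HT-1080 cells depleted of IDH1 are exposed for 48 h at 37 °C to compound titrations. Toxicity is scored from CellTiter-Glo luminescence, with DMSO as full viability and medium alone as none.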
KB-V1 MDR tox – kills drug-selected multidrug resistant KB-V1 cells; KB-V1 MDR cells viability, CellTiter-Glo, 72 h; Potency, µM (series often up to 46.1 µM), without a hit: top-dose activity change, negative = cytotoxicity, actives largely listed as cytotoxic; hit rate 3.4% among 400,000; AID 1347076; note: potency is the fitted concentration of half-maximal effect; % is set by controls: 0 for no effect and ±100 for the full control effect; nearly all actives have a fitted effect of over 60% in size
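In this primary screen, KB-V1 cells overexpressing P-gp are incubated with library compounds (lowest to highest concentration) for 72 h at 37 degrees C before a luminescent ATP viability read.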
HT1080-NT tox – kills 2HG-producing HT-1080-NT fibrosarcoma cells | HT-1080-NT fibrosarcoma viability, CellTiter-Glo ATP luminescence, 48 h | hit rate 1.6% among 360,000 | Potency, µM (titrated, usually from 46.1 µM), without a hit: top-dose activity, negative = less viability, usual class: cytotoxic | AID 686970;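 note: NT is the 2HG producing partner of a matched IDH1 knockdown line; potency is the fitted concentration of half-maximal effect; 0% = DMSO-treated cells and -100% = media-only wells without cells; nearly all actives have a fitted effect of over 55% in size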
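Toxicity toward the 2HG-producing NT line was scored as %Activity, normalised to DMSO and no-cell wells, from CellTiter-Glo luminescence after 48 hours' treatment.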
KB-3-1 cytotox – KB-3-1 parental cell cytotoxicity; KB-3-1 viability, CellTiter-Glo ATP luminescence, 72 h; Potency, µM (series often up to 46.1 µM), inactives show top-dose activity change, negative = cytotoxic, actives largely listed as cytotoxic; hit rate 1.4% among 400,000; note: potency is the fitted concentration of half-maximal effect; % is set by controls: 0 for no effect and ±100 for the full control effect; nearly all actives have a fitted effect of over 60% in size
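Luminescent ATP read-out (CellTiter-Glo) measures survival of drug-naive KB-3-1 cells after 72 h compound exposure at 37 °C. Titration series was screened from lowest to highest concentration, with DMSO vehicle plates as background controls.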
WRN helicase inh – blocks human WRN helicase | WRN helicase unwinding, fluorescent forked duplex, kinetic | Potency, µM (top dose mostly 114 µM), for the others: at the highest dose activity change, negative = inhibition, usual class: inhibitors | Q14191 | hit rate 0.46% among 360,000; note: potency is the fitted concentration of half-maximal effect; % is set by controls: 0 for no effect and ±100 for the full control effect; nearly all actives have a fitted effect of over 55% in size
Target sequence (Q14191 whole entry, looked up): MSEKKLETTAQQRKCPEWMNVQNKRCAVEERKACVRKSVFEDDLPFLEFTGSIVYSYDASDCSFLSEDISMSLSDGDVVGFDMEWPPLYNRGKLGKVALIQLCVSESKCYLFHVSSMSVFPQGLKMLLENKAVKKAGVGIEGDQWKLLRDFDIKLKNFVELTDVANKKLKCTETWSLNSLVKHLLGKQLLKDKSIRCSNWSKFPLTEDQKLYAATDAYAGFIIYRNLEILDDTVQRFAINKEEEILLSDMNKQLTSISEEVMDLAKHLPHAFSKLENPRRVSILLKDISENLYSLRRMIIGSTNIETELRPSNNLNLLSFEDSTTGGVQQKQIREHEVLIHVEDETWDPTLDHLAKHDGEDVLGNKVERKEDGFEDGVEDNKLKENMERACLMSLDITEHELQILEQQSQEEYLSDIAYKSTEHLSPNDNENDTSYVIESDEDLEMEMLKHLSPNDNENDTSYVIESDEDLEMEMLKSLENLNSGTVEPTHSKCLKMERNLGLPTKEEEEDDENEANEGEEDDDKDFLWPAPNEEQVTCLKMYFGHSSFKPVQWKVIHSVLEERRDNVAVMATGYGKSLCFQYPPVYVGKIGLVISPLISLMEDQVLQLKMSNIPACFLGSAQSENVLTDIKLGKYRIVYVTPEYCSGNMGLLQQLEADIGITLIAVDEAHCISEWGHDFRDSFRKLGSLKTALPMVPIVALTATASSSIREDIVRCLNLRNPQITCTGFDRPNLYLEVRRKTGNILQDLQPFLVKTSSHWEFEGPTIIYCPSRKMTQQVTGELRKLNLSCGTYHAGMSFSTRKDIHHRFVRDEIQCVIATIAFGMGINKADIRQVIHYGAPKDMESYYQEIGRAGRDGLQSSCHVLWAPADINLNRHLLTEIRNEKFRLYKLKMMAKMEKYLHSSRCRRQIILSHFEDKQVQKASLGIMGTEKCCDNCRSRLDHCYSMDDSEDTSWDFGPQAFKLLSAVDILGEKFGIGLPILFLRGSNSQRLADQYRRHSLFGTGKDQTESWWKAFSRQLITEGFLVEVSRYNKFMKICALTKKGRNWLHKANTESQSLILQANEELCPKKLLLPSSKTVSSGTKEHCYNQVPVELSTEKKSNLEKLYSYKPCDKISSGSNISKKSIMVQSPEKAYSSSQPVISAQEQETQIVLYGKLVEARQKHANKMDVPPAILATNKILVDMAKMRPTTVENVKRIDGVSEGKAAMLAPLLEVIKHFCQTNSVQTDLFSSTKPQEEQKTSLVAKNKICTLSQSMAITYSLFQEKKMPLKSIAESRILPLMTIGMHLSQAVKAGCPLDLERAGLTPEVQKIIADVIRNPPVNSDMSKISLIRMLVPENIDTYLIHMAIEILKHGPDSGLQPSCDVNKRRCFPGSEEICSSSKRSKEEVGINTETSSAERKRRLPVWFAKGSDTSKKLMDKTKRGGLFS
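WRN at 20 nM final preincubated with compound 15 min at room temperature; reaction started with 100 nM fluorophore/quencher forked duplex oligonucleotide and 2 mM ATP final. Unwinding followed kinetically by red fluorescence (ex 525, em 598 nm).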
SW480 rereplic – induces DNA re-replication in SW480 colon adenocarcinoma cells; SW480 DNA re-replication, Hoechst DNA content imaging, 48 h; Potency, µM (top dose mostly 46.1 µM), for inactives: at the highest dose re-replication activation, hits mostly activators; hit rate 1.8% among 340,000; AID 624297; note: potency is the fitted concentration of half-maximal effect; % of control where 0% means no effect; nearly all actives have a fitted effect of over 55% in size
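250 cells/well; 23 nL cpd via pin tool; 48 hr, 37 C, 5% CO2; Hoechst 40 min; imager read of total nuclear intensity, ex 405/em 500-530 nm.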
* hit, by the source's call; ? = inconclusive; . = not tested or not shown; [ ] = remark or other dose. Unless noted, calls come from the whole dose curve; as a rule, active = well fitted curve in the direction sought with a large enough effect; inconclusive = small, poorly fitted or top-dose-only effect, or another doubt; inactive = no such curve, though single readings can be large; an effect the other way counts as inactive or inconclusive.

Start of the data: the first 2 entries, to show the layout:
SMILES	MCF10A rereplic	ATXN2 expr inh	IL-1B inflam inh	HT1080 IDH1KD tx	KB-V1 MDR tox	HT1080-NT tox	KB-3-1 cytotox	WRN helicase inh	SW480 rereplic
O=C(CSc1nc2ccc(Nc3nc(N4CCOCC4)nc(N4CCOCC4)n3)cc2s1)NCc1ccco1	?	-7%	?	-24%	-25%	3%	-13%	-1%	11%
CCNC(=O)c1sc(-c2ccccc2)nc1C	-1%	23%	31	1%	11%	?	1%	-1%	-4%

Main list, repeating the preview:
SMILES	MCF10A rereplic	ATXN2 expr inh	IL-1B inflam inh	HT1080 IDH1KD tx	KB-V1 MDR tox	HT1080-NT tox	KB-3-1 cytotox	WRN helicase inh	SW480 rereplic
O=C(CSc1nc2ccc(Nc3nc(N4CCOCC4)nc(N4CCOCC4)n3)cc2s1)NCc1ccco1	?	-7%	?	-24%	-25%	3%	-13%	-1%	11%
CCNC(=O)c1sc(-c2ccccc2)nc1C	-1%	23%	31	1%	11%	?	1%	-1%	-4%
Cc1cc2c(OCC(O)CN3CCCC3)cccc2[nH]1 (centres undefined)	-31%[inhibitor]	2%	-14	0%	2%	-15%	15%	8%	-1%
C[C@H](CO)N1C[C@H](C)[C@@H](CN(C)S(=O)(=O)c2ccc(F)cc2)Oc2c(NC(=O)NC3CCCCC3)cccc2C1=O	0%	-11%	-56*	2%	4%	1%	0%	-4%	-7%[9.22 µM]
COc1ccc(-c2ccc3sc4ccccc4c(=O)c3c2)cn1	3%	106%[activator]	19	21%	-2%	24%	3%	3%	-8%
O=C(CNC(=O)C1CCCCC1)OCC(=O)c1ccc(Cl)s1	-9%	-6%[11.3 µM]	1	25%	13%	8%	7%	-7%	-8%
O=C1OC(Sc2ccccc2)(c2ccccc2)c2ccccc21 (centres undefined)	?	-15%	-6	-4%	-23%	-2%	-22%	-26%	?
O=C(Nc1ccc(-c2cn3c(n2)SCC3)cc1)c1ccc2ccccc2n1	15%	-14%	-18	-11%	?	-9%	-1%	12%	-7%
COc1ccc(S(=O)(=O)CCC(=O)N2CCN(c3ccccc3F)CC2)cc1	-1%	.	-7	0%	-11%	2%	0%	9%	?
O=[N+]([O-])c1ccccc1S(=O)(=O)N1CCCC(C(F)(F)F)C1 (centres undefined)	1%	-10%	2	-8%	-4%	-3%	14%	-27%	-6%
Cn1cc(/C=C(\NC(=O)c2ccccc2Cl)C(=O)N2CCOCC2)c2ccccc21	2%	-2%	0	2%	-7%	12%	-5%	-4%	0%
NS(=O)(=O)c1ccc(NC(=O)Cc2cccs2)cc1	?	2%	12	24%	2%	-1%	24%	-6%	-4%
O=C1N/C(=N/c2ccccn2)SC1Cc1ccccc1 (centres undefined)	22%	4%	34	10µM*	?	?	6%	-3%	?
CC(=O)N1CCOc2ccc(S(=O)(=O)N3CCC(C(=O)Nc4ccc(F)cc4)CC3)cc21	3%	-11%	7	-9%	0%	-10%	-11%	0%	-5%
Cc1cc(O)ccc1NC(=S)NC(=O)c1cncc(Br)c1	-1%	.	15	?	?	-14%	0%	-3%	0%
O=c1c2oc3ccccc3c2[nH]c(=S)n1-c1ccc(F)cc1	4%	0%	11	-10%	-21%	3%	-12%	-1%	18%
COc1ccc(CC(=O)Nc2nc(C)cs2)cc1S(=O)(=O)N1CCOCC1	0%	-6%	13	-7%	0%	7%	20%	-5%	8%
COc1ccc(CN2CC(C(=O)NCCCOC(C)C)CC2=O)cc1 (centres undefined)	-1%	-5%	0	1%	0%	1%	7%	6%	2%[9.22 µM]
CC(C)NC(=O)C(=O)N/N=C/c1ccco1	-15%	9%	18	17%	-4%	5%	4%	-1%	-2%
CCOC(=O)C(Sc1ncn[nH]1)c1ccccc1 (centres undefined)	7%	-15%	0	-2%	-10%	-3%	0%	5%	-2%
Cc1nc(NC(=O)COc2ccccc2)sc1C(=O)Nc1cccc(Cl)c1	0%	18%	0	-8%	-28%	-4%	-2%	-6%	-12%
CCOc1ccc(/C(CC)=N/NC(=O)C2(C)CC2(Br)Br)cc1 (centres undefined)	2%	-3%	-1	-12%	-22%	-16%	-3%	-3%	?
O=C(c1cc(-c2ccc(Br)cc2)on1)N1CCOCC1	1%	-29%	-25	-2%	18%	16%	-2%	-2%	1%
COc1ccc(CCNC(=O)CCS(=O)(=O)c2ccc(C)cc2)cc1OC	1%	1%	5	-1%	5%	6%	-9%	7%	2%
CC1CCC(NC(=O)COC(=O)CNC(=O)c2ccc3ccccc3c2)CC1 (centres undefined)	-3%	.	12	-4%	?	-1%	2%	1%	-15%

Arranged by the number under SW480 rereplic (smallest number first): 4 from the list above.
smiles	IL-1B inflam inh	WRN helicase inh	SW480 rereplic
CC(C)NC(=O)C(=O)N/N=C/c1ccco1	18	-1%	-2%
Cn1cc(/C=C(\NC(=O)c2ccccc2Cl)C(=O)N2CCOCC2)c2ccccc21	0	-4%	0%
O=C(c1cc(-c2ccc(Br)cc2)on1)N1CCOCC1	-25	-2%	1%
COc1ccc(CC(=O)Nc2nc(C)cs2)cc1S(=O)(=O)N1CCOCC1	13	-5%	8%

4 entries from above in a different format:
> CC(C)NC(=O)C(=O)N/N=C/c1ccco1
  MCF10A rereplic: -15%
  ATXN2 expr inh: 9%
  IL-1B inflam inh: 18
  HT1080 IDH1KD tx: 17%
  KB-V1 MDR tox: -4%
  HT1080-NT tox: 5%
  KB-3-1 cytotox: 4%
  WRN helicase inh: -1%
  SW480 rereplic: -2%

> O=C1N/C(=N/c2ccccn2)SC1Cc1ccccc1 (centres undefined)
  MCF10A rereplic: 22%
  ATXN2 expr inh: 4%
  IL-1B inflam inh: 34
  HT1080 IDH1KD tx: 10µM*
  KB-V1 MDR tox: ?
  HT1080-NT tox: ?
  KB-3-1 cytotox: 6%
  WRN helicase inh: -3%
  SW480 rereplic: ?

> COc1ccc(S(=O)(=O)CCC(=O)N2CCN(c3ccccc3F)CC2)cc1
  MCF10A rereplic: -1%
  ATXN2 expr inh: .
  IL-1B inflam inh: -7
  HT1080 IDH1KD tx: 0%
  KB-V1 MDR tox: -11%
  HT1080-NT tox: 2%
  KB-3-1 cytotox: 0%
  WRN helicase inh: 9%
  SW480 rereplic: ?

> CC1CCC(NC(=O)COC(=O)CNC(=O)c2ccc3ccccc3c2)CC1 (centres undefined)
  MCF10A rereplic: -3%
  ATXN2 expr inh: .
  IL-1B inflam inh: 12
  HT1080 IDH1KD tx: -4%
  KB-V1 MDR tox: ?
  HT1080-NT tox: -1%
  KB-3-1 cytotox: 2%
  WRN helicase inh: 1%
  SW480 rereplic: -15%

New compounds follow.
SMILES	MCF10A rereplic	ATXN2 expr inh	IL-1B inflam inh	HT1080 IDH1KD tx	KB-V1 MDR tox	HT1080-NT tox	KB-3-1 cytotox	WRN helicase inh	SW480 rereplic
Cc1cc(C)c2c(c1)C1(OCCO1)C(=O)N2	14%	-11%	29	8%	2%	0%	1%	-2%	-6%
C#CCOCCOCCOCCNc1nc(N2CCN(C(=O)Cn3cc(CCO)nn3)CC2)nc(N2CCN(C(=O)Cn3cc(CCCCN)nn3)CC2)n1	29%	14%	21	7%	0%	10%	11%	-3%	10%[9.22 µM]
COCCN(C(=O)c1csnn1)C(C(=O)NC1CCCCC1)c1ccccc1F (centres undefined)	7%	-3%	-17	0%	-8%	4%	15%	-2%[57.1 µM]	-72%[inhibitor]
CCOc1cc(NC(=S)NCC2CCCO2)c(OCC)cc1NC(=O)CC (centres undefined)	-29%	-11%	12	0%	-9%	?	16%	-1%	-32%[inhibitor]
Cc1ccc(C(=O)c2c(NC(=O)c3ccccc3)sc(C)c2C)cc1	10%	20%	-16	21%	9.2µM*	23%	-15%	-17%	5%
O=C(NCCc1c[nH]c2ccccc12)C(=O)NCC1OCCN1S(=O)(=O)c1ccccc1 (centres undefined)	-16%	-13%	1	-1%	-3%	1%	-6%	9%	21%
CC1(C(=O)NS(=O)(=O)Cc2cccc(Cl)c2)CCN1C(=O)CCc1ccccc1 (centres undefined)	.	1%	112	4%	5%	17%	0%	1%	.
COc1ccc(/C=N/NS(=O)(=O)c2ccc(NC(C)=O)cc2)cc1	28%	12%	5	9%	27%	8%	12%	-9%	1%
COc1ccc(C2CC(c3ccccc3Cl)=NN2c2ccc(S(N)(=O)=O)cc2)cc1 (centres undefined)	?	?	?	?	-29%	18µM*	0%	-6%	2.3µM*
O=C(NC(=S)NCc1ccccc1)c1cccc([N+](=O)[O-])c1	22%	.	4	13%	-11%	8%	2%	-5%	-13%
Cc1ccc(NC(=O)CN2CCC(NC(=O)c3ccccc3F)CC2)cc1C	1%	1%	-23	0%	-18%	9%	-3%	0%	5%
Cc1cccc(NC(=S)NN2CCN(C)CC2)c1C	-1%	0%	10	17%	0%	17%	13%	-3%	-2%
O=C(COC(=O)C1CC1)Nc1c(Cl)cccc1C(F)(F)F	1%	-6%	-4	14%	4%	3%	-2%	-15%	-3%
COc1ccc(S(=O)(=O)N2CCCCC2)cc1NC(=O)Cc1sc(C)nc1-c1ccc(F)cc1	7%	-8%	-14	-13%	?	-2%	0%	6%	4%

Screening results: PubChem BioAssay, National Center for Advancing Translational Sciences (NCATS)
